# Source: PubChem BioAssay
# IMPase Li inh: membrane-permeable IMPase blocker, potentiated with lithium | CHO-M1 cells, IP1 TR-FRET (IP-One), carbachol + lithium | Potency, µM (highest dose often 59.4 µM), without a hit: at the highest dose activity, negative = IMPase inhibition, usual class: inhibitors | 210,000 compounds, 0.35% hits | AID 1457;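 further: IP1 builds up when IMPase is blocked and the TR-FRET signal falls; potency means the concentration at half of the fitted maximal effect; plate controls were basal vehicle for no effect and high inhibitor control for full effect; nearly all actives have a fitted effect of over 50% in size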
#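 Test compounds were applied to CHO-M1 cells previously cultured for 16–30 h at 2000 per well. A small lithium amount accompanied them; after 30 min at 37C, IP1 was quantified by TR-FRET.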
# Lamin A splicing: modulators of lamin A splicing; HeLa LMNA splicing GFP/RFP minigene ratio, 48 h; Potency, µM (highest dose often 46.1 µM), for the others: at the highest dose ratio change, negative = inhibition, most hits filed as inhibitors; 200,000 compounds, 0.01% hits; active means well fitted inhibition curve with a large enough effect in the signal ratio, with a control signal flat, not every such curve was filed as active; inconclusive means small, poorly fitted or top-dose-only effect, or effect the other way, or a change in a side signal; the % refers to the signal ratio; further: potency means the concentration at half of the fitted maximal effect; on the % scale 0 is the no-effect control and ±100 the full control effect
#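 S3 HeLa stable clones carrying a lamin A-EGFP splicing minigene plus DsRed2 were seeded at 600 cells/well in Opti-MEM with 2% FBS, pin-dosed and incubated 48 h at 37°C. Acumen cytometry (488 nm) gave the GFP/RFP total-intensity ratio.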
# KinaseGlo FLuc: Kinase-Glo luciferase inhibition (counter-screen). Kinase-Glo luciferase, ATP luminescence, 8 min. Potency, µM (top dose mostly 38.3 µM), without a hit: at the top dose activity change, negative = inhibition, actives largely listed as inhibitors. 200,000 compounds, 0.28% hits. AID 1379; further: potency means the concentration at half of the fitted maximal effect; on the % scale 0 is the no-effect control and ±100 the full control effect; nearly all actives have a fitted effect of over 60% in size
#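 Light output from Kinase-Glo luciferase with luciferin and 10 uM ATP in 50 mM imidazole pH 7.2, KCl, MgCl2, Tween 20, BSA; compound pin-delivered, 8-min ambient incubation, then luminescence read.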
# NPSR antag: neuropeptide S receptor (human) antagonism, cAMP; Q6W5P4; CHO-NPSR cells, cAMP TR-FRET, antagonist mode; Potency, µM (doses to about 38.3 µM), inactives show top-dose activity change, negative = inhibition, usual class: inhibitors; 220,000 compounds, 1% hits; AID 1461; further: potency means the concentration at half of the fitted maximal effect; on the % scale 0 is the no-effect control and ±100 the full control effect; nearly all actives have a fitted effect of over 50% in size; many of its hits are not listed in these tables
# CBFb-RUNX1 inh: blocks binding between human CBF-beta and RUNX1. Q01196+Q13951. AlphaScreen CBFb-His/RUNX1-biotin binding, biochemical. Potency, µM (series often up to 59.8 µM), without a hit: at the top dose activity, negative = inhibition, usual class: inhibitors. 230,000 tested, under 10 active; further: % of control where 0% means no effect
# Target sequence (Q01196 whole entry, looked up): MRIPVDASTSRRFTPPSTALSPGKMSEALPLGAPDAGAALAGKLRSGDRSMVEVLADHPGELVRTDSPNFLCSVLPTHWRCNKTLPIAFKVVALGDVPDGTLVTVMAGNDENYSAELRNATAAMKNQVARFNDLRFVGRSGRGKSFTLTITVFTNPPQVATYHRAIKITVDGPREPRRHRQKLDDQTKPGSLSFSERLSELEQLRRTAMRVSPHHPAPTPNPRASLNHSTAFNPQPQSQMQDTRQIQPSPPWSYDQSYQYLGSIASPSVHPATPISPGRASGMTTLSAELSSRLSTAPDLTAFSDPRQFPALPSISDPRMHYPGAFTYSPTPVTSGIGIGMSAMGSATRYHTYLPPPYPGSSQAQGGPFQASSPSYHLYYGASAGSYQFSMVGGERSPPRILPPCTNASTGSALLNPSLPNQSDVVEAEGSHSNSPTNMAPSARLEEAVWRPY
# Target sequence (Q13951 whole entry, looked up): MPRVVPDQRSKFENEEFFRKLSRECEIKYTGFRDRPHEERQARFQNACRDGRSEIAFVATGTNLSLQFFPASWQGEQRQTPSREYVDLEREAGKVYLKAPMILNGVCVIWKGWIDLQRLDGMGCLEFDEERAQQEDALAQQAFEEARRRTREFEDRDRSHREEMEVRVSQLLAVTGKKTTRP
#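 Proteins preincubated together for 20 min at RT before compound addition; 15 min later, nickel and streptavidin beads were added and left 90 min prior to AlphaScreen measurement.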
# aGal spleen mod: inhibits or activates alpha-galactosidase in human spleen homogenate | 240,000 compounds, 0.008% hits | Potency, µM (titrated, usually from 80 µM), for the others: top-dose activity change, negative = inhibition, actives largely listed as inhibitors | P06280 | human spleen homogenate, 4MU-alpha-Gal fluorescence, 40 min | AID 2107;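 further: potency means the concentration at half of the fitted maximal effect; 0% = enzyme with vehicle and -100% = no enzyme basal signal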
# Target sequence (P06280 32-429 limits assumed): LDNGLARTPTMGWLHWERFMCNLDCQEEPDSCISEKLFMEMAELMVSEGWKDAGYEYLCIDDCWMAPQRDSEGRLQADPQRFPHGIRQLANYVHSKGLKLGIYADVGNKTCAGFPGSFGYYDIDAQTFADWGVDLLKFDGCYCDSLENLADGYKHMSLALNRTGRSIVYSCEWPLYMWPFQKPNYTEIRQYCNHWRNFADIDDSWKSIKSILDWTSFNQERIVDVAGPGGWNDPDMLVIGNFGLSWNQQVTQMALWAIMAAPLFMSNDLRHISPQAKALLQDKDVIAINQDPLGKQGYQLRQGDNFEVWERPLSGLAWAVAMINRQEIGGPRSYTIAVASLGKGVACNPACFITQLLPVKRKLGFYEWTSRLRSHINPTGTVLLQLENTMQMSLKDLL
#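 Fluorogenic readout (Ex 365/Em 440 nm) of 4-methylumbelliferone released from 1 mM 4-MU-alpha-galactoside by spleen homogenate, 40 min at 37C, pH 5.0. Data normalized to no-enzyme and enzyme controls; Hill-equation AC50 from compound titrations.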
# Epigenetic reg: regulators of epigenetic silencing causing reporter derepression in mouse cells; Potency, µM (doses to about 53.9 µM), without a hit: at the top dose GFP activation, actives largely listed as activators; 280,000 compounds, 0.2% hits; murine LDR cells, GFP reporter derepression, 30 h; further: potency means the concentration at half of the fitted maximal effect; % of control where 0% means no effect; nearly all actives have a fitted effect of over 60% in size
#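 Reporter derepression read as number of fluorescent GFP-positive objects, 20-120 um in size, counted by laser-scanning cytometer. Mouse LDR line with an epigenetically silenced CMV-GFP locus; compound incubation 30 h, 37 C.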
# An asterisk follows results filed as active; ? = inconclusive; / = not tested or not shown; & = joins results of further samples; [ ] = remark or other dose. Unless noted, the call rests on the fitted dose curve; in most records, active means well fitted curve in the direction sought with a large enough effect; inconclusive means small, poorly fitted or top-dose-only effect, or another doubt; inactive means no such curve, though single readings can be large; an effect the other way counts as inactive or inconclusive.
1	Cc1sc2c(c1C)C(=O)NC(c1ccccc1F)N2 (centres undefined)
2	O=C(NNC(=O)c1sccc1-n1cccc1)c1ccccc1
3	CCOC(=O)N1CCN(C2=Nc3cccc4cccc2c34)CC1
4	O=C(Cc1ccccc1)Nc1nc2ccc(Cl)cc2c2nc(-c3ccco3)nn12
5	O=C(c1nn2cccnc2c1Cl)N1CCN(c2ccccc2)CC1
6	C=CCc1cccc2cc(C(=O)OCC(=O)c3ccccc3)c(=O)oc12
7	COC(=O)c1cc(S(=O)(=O)N2CCOCC2)ccc1Sc1ccccc1N
8	CCOC(=O)c1cc2c(ccn2C)n1Cc1ccccc1Cl

assay / compound	1	2	3	4	5	6	7	8
IMPase Li inh	/	10%[38.3 µM]	31%[activator][38.3 µM]	?	4%	16%[38.3 µM]	-15%[38.3 µM]	26%
Lamin A splicing	/	-8%	-26%	/	-3%	2%	?	6%[46 µM]
KinaseGlo FLuc	/	3%	-1%	1%	0%	-6%	1%	1%
NPSR antag	-9%	-17%[46.1 µM]	-19%[46.1 µM]	/	-6%[46.1 µM]	-14%[46.1 µM]	-28%[46.1 µM]	-34%
CBFb-RUNX1 inh	4%	16%	-5%	-1%	0%	-6%	-4%	-28%
aGal spleen mod	-4%	-5%	-1%	7%&22%	1%	7%	-1%	1%
Epigenetic reg	3.8%	0.4%	1.1%	1.1%&-0.3%	-0.8%	2.9%	-2.0%	1.5%

9	O=C(COC(=O)c1cccnc1)Nc1ccc2c(c1)OCO2
10	Cc1ccc(S(=O)(=O)N2CCCCC2)cc1NC(=O)CSc1ccc2c(c1)OCCO2
11	Cc1ccc(CNc2ccc(N3C(=O)CCCC3=O)cc2[N+](=O)[O-])cc1
12	Cc1ccc(C(=O)CSc2nc3cc(S(=O)(=O)N4CCOCC4)ccc3o2)cc1
13	COc1ccc(Cl)cc1S(=O)(=O)NCc1cccnc1
14	O=C(CSc1nnc(-c2cccs2)o1)N1CCCc2ccccc21
15	C/C(N)=C(/C#N)C(=O)CSc1ccc2c(c1)OCCO2
16	COC(=O)c1cnn(-c2cc(Oc3cccc(C)c3)ncn2)c1N

assay / compound	9	10	11	12	13	14	15	16
IMPase Li inh	6%	10%	-8%	8%[38.3 µM]	10%[38.3 µM]	-1%[38.3 µM]	1%[38.3 µM]	8%[38.3 µM]
Lamin A splicing	17%[46 µM]	?	-4%	-10%	-3%	?	3%	?
KinaseGlo FLuc	-5%	1%	0%	0%	-2%	-1%	-10%	-4%
NPSR antag	6%	-15%	14%	9%[7.67 µM]	-1%[46.1 µM]	-16%[46.1 µM]	-4%[46.1 µM]	-4%[46.1 µM]
CBFb-RUNX1 inh	-4%	-9%	2%	3%	-9%	3%	5%	2%
aGal spleen mod	6%	-11%	1%	4%	10%	13%	-2%	-9%
Epigenetic reg	-1.1%	0.0%	-1.9%	0.5%	0.5%	-2.5%	-1.0%	-1.0%

17	O=C(Nc1cc(SCC(O)CO)cc([N+](=O)[O-])c1)c1ccc(-n2cnnn2)cc1 (centres undefined)
18	O=C(CSc1nnc(C2CC2)n1-c1ccccc1)NCc1ccco1
19	CC(C)Cc1cc(C(=O)Nc2cc(Br)ccc2O)no1
20	CC(C)=C1SC(N2CCOCC2)=NC1=O
21	Fc1ccc(-c2n[nH]c(=S)c3ccccc23)cc1
22	CC(=O)c1c(C)[nH]c(C(=O)OC2CCCCC2=O)c1C (centres undefined)
23	CCOc1ccc(CCNC(=O)C(CC)n2nc(C)n3c(cc4sccc43)c2=O)cc1OCC (centres undefined)
24	COc1ccc(-c2ccc(CCC(=O)O)n2NC(N)=O)cc1

assay / compound	17	18	19	20	21	22	23	24
IMPase Li inh	-8%	5%[38.3 µM]	10%[38.3 µM]	15%[38.3 µM]	-9%	2%[38.3 µM]	8%[38.3 µM]	/
Lamin A splicing	-18%[9.22 µM]	4%	?	-5%	-4%[46 µM]	20%	-16%	/
KinaseGlo FLuc	-1%	-3%	1%	-6%	6%	2%	9%	/
NPSR antag	3%	-8%[46.1 µM]	-18%[46.1 µM]	-10%[46.1 µM]	-3%	-20%[46.1 µM]	-2%[46.1 µM]	14%
CBFb-RUNX1 inh	-22%	3%	8%	0%	-10%	5%	-2%	14%
aGal spleen mod	5%	-12%	2%	1%	-5%	9%	1%	2%
Epigenetic reg	-1.3%	-0.1%	-0.8%	2.6%	1.1%	0.9%	-1.8%	-2.6%

25	C=CCn1c(SCC(=O)NC2CCCCC2)nnc1C1CCCCC1
26	CCNc1sc(C(=O)c2cccs2)c(N)c1-c1nc2ccccc2s1
27	CNC(=O)COc1ncnc2sccc12
28	COc1ccc(-c2nn(-c3ccccc3)cc2C#N)cc1
29	COc1ccc(OC)c(-c2cc(C(=O)N3CCCc4ccccc43)no2)c1
30	CS(=O)(=O)N1CCC(C(=O)N2CCN(C(c3ccccc3)c3ccccc3)CC2)CC1
31	N#Cc1cc(C(=O)c2cc(Cl)ccc2O)cn(-c2ccccc2)c1=O
32	Cn1nc(-c2ccc(Cl)cc2)c2cc(C(=O)NCC3CCCO3)sc21 (centres undefined)

assay / compound	25	26	27	28	29	30	31	32
IMPase Li inh	-3%[38.3 µM]	11%[38.3 µM]	31%[38.3 µM]	32%[activator][38.3 µM]	11%[38.3 µM]	22%	-6%	10%[38.3 µM]
Lamin A splicing	3%	-10%	-1%	9%	14%	/	?	-9%
KinaseGlo FLuc	-1%	-1%	0%	2%	5%	4%	0%	-3%
NPSR antag	-13%[46.1 µM]	?	3%[46.1 µM]	-13%[46.1 µM]	-29%[46.1 µM]	-19%	-32%	-17%[46.1 µM]
CBFb-RUNX1 inh	2%	/	4%	6%	9%	2%	8%	-7%
aGal spleen mod	1%	3%	6%	-6%	-2%	1%	1%	-11%
Epigenetic reg	-0.9%	0.8%	0.0%	0.7%	1.0%	0.9%	-1.3%	0.2%

33	FC(F)(F)c1cc(Cl)c2nc(-c3ccccc3)cn2c1
34	NC(=O)CN1CCN(C2CC(=O)N(CCc3ccccc3)C2=O)CC1 (centres undefined)
35	CC1(C)NC(=O)N(CCCCOc2ccccc2[N+](=O)[O-])C1=O
36	Cc1cc2c(cc1Cl)C(c1ccc3c(c1)OCO3)CC(=O)O2 (centres undefined)
37	CCCCCCCCCCCCCCCC(=O)NCC(COP(=O)([O-])OCC[N+](C)(C)C)OCC (centres undefined)
38	O=C(Nc1cccc(C(F)(F)F)c1)C1C2CC3OC(=O)C1C3C2 (centres undefined)
39	COc1cc(NC(=S)N2CCCC(CO)C2)c(OC)cc1Cl (centres undefined)
40	CCC(=O)Oc1ccc2c(=O)c(-c3ccc4ccccc4n3)c(CC)oc2c1C

assay / compound	33	34	35	36	37	38	39	40
IMPase Li inh	-8%[38.3 µM]	2%	-3%	13%	20%	13%[38.3 µM]	0%	5%
Lamin A splicing	?	12%[46 µM]	/	/	?	-6%	2%	-11%
KinaseGlo FLuc	-15%	-1%	2%	1%[39.9 µM]	-2%	3%	0%	0%
NPSR antag	11%[46.1 µM]	8%	13%	/	10µM*	22%[46.1 µM]	14%	-11%[46.1 µM]
CBFb-RUNX1 inh	8%	-1%	-3%	2%[89.1 µM]	0%	4%	-1%	-9%
aGal spleen mod	-13%	10%	-2%	3%[119 µM]	-3%	-15%	-2%	1%
Epigenetic reg	-1.1%	1.1%	-0.7%	-0.9%	-1.2%	-1.0%	-0.9%	17%

41	N#Cc1ccc(N2C(=O)[C@@H]3C(C(=O)c4cnccn4)=NN[C@@H]3C2=O)cc1
42	COC(=O)CCNCCSc1nnc(-c2ccco2)n1Cc1ccccc1
43	CC1(C)CC(=O)c2cnc(N3CCc4ccccc43)nc2C1
44	CC(C)N(Cc1nc(-c2ccccc2)no1)C(=O)Cc1ccccc1
45	Cc1cc(Cl)c(OCCCCN2CCOCC2)c(Br)c1
46	O=c1c2ccccc2nc(COc2ccccc2)n1/N=C/c1ccco1
47	CCNC(=S)N1CCn2c(nc3ccccc32)C1
48	CN1CCN(c2cc(N3CCc4ccccc4C3)c(F)cc2[N+](=O)[O-])CC1

assay / compound	41	42	43	44	45	46	47	48
IMPase Li inh	/	/	/	21%[38.3 µM]	2%	12%[38.3 µM]	2%	6%
Lamin A splicing	/	/	/	-2%	-5%	8%	-6%	?
KinaseGlo FLuc	/	/	/	-1%	2%	-4%	-1%	4%
NPSR antag	-32%	12%	55%	-7%[46.1 µM]	7%	-17%[46.1 µM]	7%	?
CBFb-RUNX1 inh	-11%	18%	-6%	1%	-1%	2%	-1%	-28%
aGal spleen mod	-4%	-1%	-18%	-1%	-3%	2%	-4%	-5%
Epigenetic reg	-0.2%	0.0%	-1.0%	0.7%	2.8%	-5.2%	6.6%	-1.1%

# Three compounds out of the list above, arranged by the number in CBFb-RUNX1 inh, largest number first:
no.	SMILES	IMPase Li inh	NPSR antag	CBFb-RUNX1 inh	Epigenetic reg
46	O=c1c2ccccc2nc(COc2ccccc2)n1/N=C/c1ccco1	12%[38.3 µM]	-17%[46.1 µM]	2%	-5.2%
47	CCNC(=S)N1CCn2c(nc3ccccc32)C1	2%	7%	-1%	6.6%
48	CN1CCN(c2cc(N3CCc4ccccc4C3)c(F)cc2[N+](=O)[O-])CC1	6%	?	-28%	-1.1%

# Next part
49	CN(C)C(=O)c1ccc(-c2nccc(NCc3cccnc3)n2)cc1
50	COc1cc(C(=O)NC2CCCNC2)cc(OC)c1OC (centres undefined)
51	CCCC1CCc2c(c3ccccc3[nH]c2=O)O1 (centres undefined)
52	Cc1cccc(NC(=S)N(Cc2cccc(Br)c2)CC2CCC(C(=O)O)CC2)c1 (centres undefined)
53	C#C[C@]1(O)CC[C@@H]2[C@H]3CCc4cc(OC)ccc4[C@@H]3CC[C@@]21C
54	O=C(c1cn[nH]c1)N1CCc2c([nH]c3ccccc23)C1c1c(F)cccc1Cl (centres undefined)
55	COc1ccc(NC(=O)C(CC(=O)O)Cc2ccccc2)cc1 (centres undefined)

assay / compound	49	50	51	52	53	54	55
IMPase Li inh	-5%	/	18%[38.3 µM]	2%	10%	8%	-2%[38.3 µM]
Lamin A splicing	8%	/	0%	?	?	-10%[46 µM]	9%
KinaseGlo FLuc	-2%	/	-1%	0%	2%[17.1 µM]	1%	-1%
NPSR antag	/	18%	-7%[46.1 µM]	-40%	/	54%	11%[46.1 µM]
CBFb-RUNX1 inh	/	11%	-4%	-6%	-2%[21.7 µM]	-7%	3%
aGal spleen mod	0%	-3%	-2%	-2%	7%[29.1 µM]	9%	5%
Epigenetic reg	-1.4%	0.0%	0.1%	3.1%	2.4%[16.9 µM]	0.0%	-0.9%

# This is a subset; rates above refer to the full screens.
